Assay outcomes as filed in PubChem.
DNA Pol III inh – DNA polymerase III holoenzyme inhibition. reconstituted DNA polymerase III holoenzyme replication, biochemical. Potency, µM (highest dose often 57.1 µM), inactives show top-dose activity change, negative = inhibition. hit rate 0.25% among 71,000. AID 603; further: potency means the concentration at half of the fitted maximal effect; on the % scale 0 is the no-effect control and ±100 the full control effect
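Reconstituted *E. coli* holoenzyme (0.35 nM Pol III, 1 nM beta, 154 nM SSB, 2 nM primase) was preincubated with compound for 15 min at RT. Synthesis on 1.4 nM ssM13Gori ran 35 min, then was stopped with PicoGreen/EDTA and read as dsDNA fluorescence.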
UbGFP stabilizer – proteasome inhibitors stabilizing ubiquitin-GFP reporter; Ubiquitin-GFP reporter cells, proteasome inhibition, GFP fluorescence; response scale: untreated = 0%, 10 µM MG-132 = 100%; Potency, µM (series often up to 45.9 µM), without a hit: at the top dose activation (GFP accumulation), actives largely listed as activators; 67,000 tested, under 10 active; AID 526; active means well fitted activation curve with a large enough effect, not every such curve was filed as active; inconclusive means small, poorly fitted or top-dose-only effect, or another doubt; inactive means no such curve, though single readings can be large or run the other way; further: potency means the concentration at half of the fitted maximal effect
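Proteasome block read as GFP accumulation: ubiquitin(G76V)-GFP U2OS cells exposed to compound (2.9 nM–46 uM) for 4 hr at 37 C. Normalization used untreated cells as 0% and 10 uM MG-132 as 100%; concentration-response curves fitted.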
GFP derepression – derepresses silenced GFP locus in mouse C127i cells; mouse C127i GFP locus derepression, cytometry, 30 h; hit rate 0.09% among 68,000; Potency, µM (top dose mostly 46.1 µM), inactives show at the top dose GFP derepression (activation); AID 597; further: % of control where 0% means no effect
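Derepression screen: silenced CMV-GFP reporter in murine C127i cells, 30 h compound incubation at 37 C, washed cells imaged by laser-scanning cytometer to enumerate GFP-expressing objects of 20 to 120 um.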
Hsp90 Hop PPI – changes Hsp90-Hop TPR2A binding signal, up or down | AlphaScreen TPR2A-His6 binding biotin-Hsp90 C-terminal peptide | Potency, µM (doses to about 57 µM), inactives show at the highest dose activity change, negative = inhibition | hit rate 0.44% among 71,000; active means well fitted curve in either direction with a large enough effect; inconclusive means small, poorly fitted or top-dose-only effect, or another doubt; further: potency means the concentration at half of the fitted maximal effect; on the % scale 0 is the no-effect control and ±100 the full control effect; many of its hits are not listed in these tables
BRCT PPI red – BRCT-phosphoprotein interaction inhibition (red fluorophore). AID 892. hit rate 0.03% among 75,000. BRCT-phosphopeptide binding, red fluorescence polarization. P38398. Potency, µM (top dose mostly 76.9 µM), inactives show at the highest dose activity change, negative = inhibition, most hits filed as inhibitors; further: on the % scale 0 is the no-effect control and ±100 the full control effect
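Rhodamine-labelled pBACH1 10-mer (100 nM) bound to BRCT domain (100 nM) at pH 7.3; compounds incubated 12 min room temperature, polarization read. Free peptide defines full inhibition; unlabelled decapeptide titrated as control.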
HADH2 inhib – HADH2 (human) dehydrogenase inhibition. Q99714. recombinant HADH2, NADH fluorescence, beta-hydroxybutyryl-CoA. Potency, µM (top dose mostly 57.1 µM), for the others: top-dose activity change, negative = inhibition, actives largely listed as inhibitors. hit rate 3.4% among 73,000. AID 886; further: potency means the concentration at half of the fitted maximal effect; on the % scale 0 is the no-effect control and ±100 the full control effect; nearly all actives have a fitted effect of over 60% in size; many of its hits are not listed in these tables
Target sequence (Q99714 whole entry, looked up, one chain of several): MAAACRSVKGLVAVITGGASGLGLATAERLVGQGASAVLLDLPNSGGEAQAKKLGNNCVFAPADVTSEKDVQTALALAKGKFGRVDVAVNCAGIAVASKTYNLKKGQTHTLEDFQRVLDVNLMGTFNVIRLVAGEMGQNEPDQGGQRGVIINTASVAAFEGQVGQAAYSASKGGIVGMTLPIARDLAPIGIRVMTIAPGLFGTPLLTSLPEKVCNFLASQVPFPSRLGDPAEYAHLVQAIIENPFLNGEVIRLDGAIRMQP
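E. coli-expressed His-tagged HADH2 tested at 20 nM in alkaline Tris buffer (pH 9.0); oxidation of 90 uM beta-hydroxybutyryl-CoA with 1 mM NAD+ tracked fluorimetrically for 4 min.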
USP2a inh – USP2a (human) protease inhibition. O75604. USP2a enzymatic assay, qHTS inhibition. Potency, µM (series often up to 38.3 µM), for inactives: at the highest dose activity change, negative = inhibition, usual class: inhibitors. hit rate 0.1% among 60,000. AID 927;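 further: potency means the concentration at half of the fitted maximal effect; nearly all actives have a fitted effect of over 60% in size; plate controls were DMSO for no effect and NEM full inhibition control for full effect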
Target sequence (O75604 whole entry, looked up): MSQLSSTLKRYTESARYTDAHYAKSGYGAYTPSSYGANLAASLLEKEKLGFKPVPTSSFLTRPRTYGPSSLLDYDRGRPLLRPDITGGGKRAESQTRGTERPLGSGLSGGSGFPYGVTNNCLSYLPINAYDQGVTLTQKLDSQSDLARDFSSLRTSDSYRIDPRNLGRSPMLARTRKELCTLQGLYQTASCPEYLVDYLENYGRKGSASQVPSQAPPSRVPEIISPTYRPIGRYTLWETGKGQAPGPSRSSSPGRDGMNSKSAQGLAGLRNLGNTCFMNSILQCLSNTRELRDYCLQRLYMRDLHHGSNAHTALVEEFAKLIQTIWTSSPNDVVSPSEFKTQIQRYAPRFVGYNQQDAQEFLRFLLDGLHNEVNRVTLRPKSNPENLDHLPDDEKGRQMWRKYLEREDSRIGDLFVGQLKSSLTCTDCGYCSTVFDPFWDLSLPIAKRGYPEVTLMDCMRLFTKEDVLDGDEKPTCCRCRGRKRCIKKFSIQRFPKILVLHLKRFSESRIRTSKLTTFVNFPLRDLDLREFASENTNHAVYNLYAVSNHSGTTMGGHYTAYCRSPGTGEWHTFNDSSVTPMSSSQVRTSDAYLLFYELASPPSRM
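20 nM USP2 core + cpd, 30 min RT; add 20 nM Ub-PLA2/20 uM NBD C6-HPC; read Ex460/Em535 at 0 h and 2.5 h. Normalized to NEM; qHTS curve fit/classification.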
HBB splicing – alters splicing of the hemoglobin beta chain; Potency, µM (doses to about 46.1 µM), for the others: at the top dose activation, most hits filed as activators; HBB splicing reporter cell assay, activation; EGFP reporter with mutant IVS2-654 intron; response scale: normalised to 500 nM splice-correcting PNA; hit rate 0.06% among 65,000; AID 925; further: potency means the concentration at half of the fitted maximal effect; 0% is about no effect
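HeLa cells stably expressing EGFP interrupted by mutant beta-globin intron 2 (IVS2-654), 500/well in 2% FCS. Treated with compound for 2 days at 37C. Splicing correction scored as total well GFP intensity (488 nm excitation, 500-520 nm emission); 500 nM antisense PNA served as control.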
CRE-bla Fsk – alters forskolin-stimulated CRE reporter signaling in CHO cells; Potency, µM (doses to about 38.2 µM), inactives show top-dose activity change, negative = inhibition, hits mostly activators; AID 662; CHO CRE-bla reporter (cAMP response element driving beta-lactamase), forskolin EC10, beta-lactamase ratio; hit rate 2.5% among 71,000; active means well fitted activation curve with a large enough effect in the signal ratio, with a control signal flat, not every such curve was filed as active; inconclusive means small, poorly fitted or top-dose-only effect, or effect the other way, or a change in a side signal; the % refers to the signal ratio; further: potency means the concentration at half of the fitted maximal effect; % of control where 0% means no effect
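CRE-bla CHO cells stimulated with EC10 NKH 477 (water-soluble forskolin) and compound titrations, 3 h at 37C; beta-lactamase read with CCF4 after 2 h at room temperature. Activity from 460/530 nm emission ratio, AC50 values for positive or negative modulation.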
BRCT PPI green – inhibitors of human BRCA1 BRCT-phosphoprotein interaction (green fluorophore); P38398; Potency, µM (highest dose often 76.9 µM), for inactives: at the highest dose activity change, negative = inhibition, hits mostly inhibitors; hit rate 0.05% among 75,000; AID 875; BRCA1 BRCT-phosphopeptide binding, green fluorescence polarization;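 further: potency means the concentration at half of the fitted maximal effect; plate controls were peptide without protein for full effect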
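Compounds were incubated for 12 min at room temperature with a complex of 100 nM fluorescein-tagged pBACH1 decapeptide and 250 nM His-tagged BRCT protein. Buffer was phosphate pH 7.3 with EDTA, DTT and Tween 20. Disruption of binding lowers the polarization signal.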
ALOX15 inhib – 15-hLO (ALOX15) enzyme inhibition. purified 15hLO-1, xylenol orange hydroperoxide absorbance. Potency, µM (titrated, usually from 57.1 µM), inactives show top-dose activity change, negative = inhibition, actives largely listed as inhibitors. P16050. hit rate 1.4% among 74,000; further: potency means the concentration at half of the fitted maximal effect; on the % scale 0 is the no-effect control and ±100 the full control effect; nearly all actives have a fitted effect of over 55% in size
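Hydroperoxide formed from arachidonic acid (50 uM) by purified human 15hLO-1 (40 nM) oxidizes ferrous iron, and the ferric-xylenol orange complex is read at 573 versus 405 nm. Compounds were preincubated 15 min; reaction ran 6 min at room temperature.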
Numbers without * were called inactive; i = inactive; ? = inconclusive; . = not tested or not shown; [ ] = another dose, or the depositor's remark. Unless noted, the call rests on the fitted dose curve; in most records, active means well fitted curve in the direction sought with a large enough effect; inconclusive means small, poorly fitted or top-dose-only effect, or another doubt; inactive means no such curve, though single readings can be large; an effect the other way counts as inactive or inconclusive.

Results follow in this order: DNA Pol III inh	UbGFP stabilizer	GFP derepression	Hsp90 Hop PPI	BRCT PPI red	HADH2 inhib	USP2a inh	HBB splicing	CRE-bla Fsk	BRCT PPI green	ALOX15 inhib
COc1cc2c(cc1OC)CN(CC(=O)Nc1cccc(C)c1)CC2
  -1.0%	-2.0%	-2.1%	10.7%	0.3%	7.7%	4.1%	-0.7%	-5.8%	-0.6%	-16.4%
COc1ccc(CNCCNC(=O)c2nonc2N)cc1OC
  -2.2%	-3.9%	1.5%	-2.7%	-0.7%	-4.5%	-4.6%	.	0.5%	0.6%	4.0%
Cc1cc(C)n(CC(O)COCc2ccccc2)n1 (configuration not stated)
  -6.5%	0.9%	2.1%	-0.8%	-2.4%	19.8%	2.9%	0.5%	?	0.1%	12.2%
O=C(CSc1ncnc2ccccc12)Nc1ccc(N2CCOCC2)cc1
  6.4%	0.9%	2.4%	-3.9%	-0.4%	14.2%	0.6%	-0.2%[57.5 µM]	5.2%	0.9%	4.2%
N[C@@H](Cn1ccc(=O)n(Cc2ccccc2C(=O)O)c1=O)C(=O)O
  -5.7%	-2.3%	-1.4%	-0.8%	-0.7%	12.0%	.	.	-4.2%	-8.2%	?
CC(C)(C)OC(=O)NCCCCCc1nnc(SCC(N)=O)o1
  5.0%	1.6%	-2.2%	2.1%	-0.2%	-5.9%	1.4%	1.4%[57.5 µM]	-12.2%	-1.2%	7.2%
CCC(=O)N1CCN(c2ccccc2NC(=O)COc2cccc(C)c2)CC1
  -1.2%	-2.5%	-3.2%	-2.9%	0.1%	-1.6%	14.8%	-1.4%	-5.9%	7.1%	?
Cc1ccc(-c2nnn(CC(=O)N3CCN(c4ccccc4)CC3)n2)o1
  0.8%	-18.5%	0.0%	-2.6%	-2.9%	8.1%	3.2%	-1.5%	-5.5%	-1.2%	0.4%
Cc1cccn2c(=O)c3cc(C#N)c(=N)n(CCN4CCOCC4)c3nc12
  0.3%	-2.2%	-2.3%	-1.9%	-2.3%	?	.	1.1%[57.5 µM]	8.7%	-1.2%	5.3%
Cc1cccc(NC(=O)Cn2c(=O)oc3ccccc32)c1
  -4.1%	-1.1%	4.5%	-0.8%	-0.6%	6.1%	.	3.6%[57.5 µM]	-8.2%	-0.3%	3.8%
COc1cccc2cc(-c3cn4cccc(C)c4n3)c(=O)oc12
  -0.3%	1.2%	0.0%	6.4%	0.4%	-5.3%	1.3%	-0.3%	15.6%	-2.1%	6.0%
Cc1c(NC(=O)C2CCCCN2S(=O)(=O)c2ccc(Cl)cc2)c(=O)n(-c2ccccc2)n1C (configuration not stated)
  2.4%	0.3%	0.8%	-4.9%	-2.3%	1.4%	.	0.0%	-9.1%	-0.3%	1.7%
COc1ccccc1-c1ccc(=O)n(CC(=O)NC(C)(C)C)n1
  -1.1%	-0.7%	-2.7%	-0.4%	-1.1%	3.2%	5.5%	.	-5.8%	-1.0%	-1.0%
Cc1ccc(-c2nnn(CCC(=O)Nc3ccc4c(c3)OCO4)n2)cc1
  -0.7%	4.2%	1.0%	-3.4%	0.4%	2.9%	2.3%	-2.1%	-5.6%	-1.4%	-3.1%
CC1CCN(c2nc(-c3ccc(F)cc3)cc(C(F)(F)F)n2)CC1
  -5.3%	1.4%	-2.3%	?	0.8%	1.1%	-17.4%	-0.7%	9.3%	-3.4%	-2.4%
CCc1nnc(NC(=O)c2cc3ccccc3oc2=O)s1
  -4.6%	-3.4%	-2.3%	2.1%	0.0%	-22.5%	.	0.1%[57.5 µM]	3.0%	-2.2%	2.0%
COc1ccc2ccccc2c1/C=N/O
  -4.9%	-11.1%	2.2%	0.4%	-0.3%	-14.4%	-6.4%	-1.3%	8.2%	-1.2%	3.9%
O=S(=O)(NCc1ccccn1)c1ccc2c(c1)OCCO2
  -4.0%	1.7%	2.1%	-3.9%	-1.2%	6.2%	-4.5%	0.0%[57.5 µM]	5.3%	1.9%	6.3%
O=C(c1ccco1)N1CCN(CCCCN2C(=O)c3ccccc3C2=O)CC1
  -5.1%	-6.7%	2.7%	-1.1%	0.0%	-5.5%	4.9%	-0.3%[57.5 µM]	-3.8%	-1.0%	2.7%
CCC(C(=O)NC1CCCCC1)N(CC1CCCO1)C(=O)CNS(=O)(=O)c1ccc(OC)cc1 (configuration not stated)
  -5.9%	-4.3%	0.0%	-4.4%	0.7%	2.4%	13.6%	-0.8%	10.5%	-1.6%	2.9%
CCOC(=O)C1=C(N)Oc2cc(O)ccc2C1c1cccnc1 (configuration not stated)
  -4.5%	-9.3%	-2.4%	-5.5%	-0.8%	-12.7%	5.1%	.	3.0%	-1.3%	?
Cc1ccc(-c2noc(CCC(=O)Nc3ccc4c(c3)OCO4)n2)cc1
  -3.2%	1.0%	7.1%	0.3%	-0.3%	6.9%	0.7%	0.4%	-6.7%	-0.3%	-1.6%
c1cncc(CNc2nc(-c3ccc4c(c3)OCO4)nc3ccccc23)c1
  19.3%	0.9%	2.3%[9.22 µM]	-2.6%	-3.7%	?	14.4%	0.5%	12.6µM*	3.9%	-1.9%
Cc1ccc(F)cc1NC(=O)C1CCN(c2cnccn2)CC1
  -3.5%	-2.0%	-2.3%	-2.9%	-0.7%	3.4%	.	0.0%[57.5 µM]	-6.2%	0.1%	10.8%
COc1cccc(CNCCSc2nnnn2C)c1
  -5.4%	-3.5%	0.0%	-2.2%	-1.3%	9.4%	-2.1%	0.3%[57.5 µM]	-3.8%	-0.1%	6.9%
CN(C)c1ccc(-c2cc(NCc3cccnc3)ncn2)cc1
  -1.9%	1.8%	-2.2%[9.22 µM]	-8.8%	0.9%	i	11.0%	0.5%	?	-3.1%	-3.4%
Cn1c(Cn2c(=O)sc3ccccc32)nnc1SCC(=O)Nc1cccc(F)c1
  -7.8%	-11.4%	.	-3.1%[2.3 µM]	1.5%	-0.1%	.	-1.4%	0.6%	-0.4%	-9.6%
N#CCSc1nc2ccc(N3CCCCC3)cc2c(=O)n1Cc1ccccc1
  -5.4%	4.1%	0.0%	1.8%	0.5%	15.8µM*	28.9%	0.1%	?	-0.3%	?
Cc1noc(C)c1S(=O)(=O)Nc1c(C)n(C)n(-c2ccccc2)c1=O
  -2.8%	-6.9%	1.1%	-4.4%	-1.5%	4.7%	-1.8%	-1.1%	-10.9%	-1.0%	7.4%
O=C(O)c1ccccc1Cl
  4.7%	.	.	-3.0%	-0.6%	-10.0%	.	-0.5%	-3.7%	-3.1%	-9.2%
COc1ccc(C2C=C(c3ccccc3)Nc3nnnn32)cc1 (configuration not stated)
  -1.9%	-9.4%	2.5%	-0.9%	-1.6%	1.0%	-2.5%	-2.1%	4.9%	-0.5%	-1.3%
COc1cccc2cc(C(=O)N3CCN(C/C=C/c4ccccc4)CC3)c(=O)oc12
  -0.7%	7.0%	1.6%	-0.7%	1.3%	-13.5%	29.5%	-0.2%	-16.7%	-0.1%	-5.0%
O=C(NCc1ccco1)c1ccccc1Br
  -7.0%	-0.5%	1.6%	-3.0%	-0.9%	-13.0%	-11.3%	-0.2%	?	-4.9%	1.3%
CCOc1ccc(C(=O)NCCCN(CC)CC)cc1
  -6.7%	-2.1%	-0.3%	-2.0%	-0.8%	-0.1%	0.6%	1.2%[9.22 µM]	-2.5%	-2.1%	10.1%
Cn1c(=O)c2[nH]c(CNCc3ccccc3Cl)nc2n(C)c1=O
  -12.4%	14.5%	0.0%	-13.2%	-1.7%	4.3%	27.2%	0.0%[1.84 µM]	?	-3.0%	34.4%[activator]
Cc1csc(SCC(=O)Nc2ccc(S(=O)(=O)N3CCCC3)cc2)n1
  -6.3%	0.2%	0.6%	-2.9%	0.3%	0.7%	4.7%	0.6%[57.5 µM]	-11.3%	-0.9%	-2.1%
c1ccc(OCc2nn3c(-c4n[nH]c5c4CCC5)nnc3s2)cc1
  0.9%	3.9%	0.0%	-0.2%	0.3%	1.9%	30.0%[activator]	-2.4%[1.84 µM]	?	3.0%	4.7%
CCCCOC(=O)C(C)Nc1n[nH]c(=O)[nH]c1=O (configuration not stated)
  0.9%	1.0%	0.0%	-0.8%	-0.3%	-1.4%	-4.3%	-3.1%	?	-1.5%	-0.8%

Some of the compounds tested; count on the stated rates, not on these rows.
